# Shiga toxin inh = A qHTS for Small Molecule Inhibitors of Shiga Toxin | Vero cells, Shiga toxin protein synthesis inhibition reporter | inhibition, % at 38.7 µM | 9.2% of 290,000 active; in the data active = inhibition mostly above about 28%, no sharp cut-off; inactive = mostly below about 43%; note: 0% is about no effect
# TbPYK inhibitor = qHTS of Trypanosoma Brucei Inhibitors; 0.12% of 410,000 active; pyruvate kinase (Trypanosoma brucei), Q57TT1; Potency, µM (doses to about 76.8 µM), for the others: at the highest dose activity, negative = inhibition, hits mostly inhibitors; AID 624173, 2012; TbPYK enzyme, Kinase-Glo Plus ATP luminescence, 45 min; note: potency is the fitted concentration of half-maximal effect; % is set by controls: 0 for no effect and ±100 for the full control effect; nearly all actives have a fitted effect of over 50% in size
#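 Activity of T. brucei pyruvate kinase was followed by Kinase-Glo Plus luminescence after the enzyme reacted 45 min at room temperature with 130 uM ADP (final) and substrate. Test compounds were added before ADP at multiple concentrations.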
# Pf growth 96h = Primary qHTS for delayed death inhibitors of the malarial parasite plastid, 96 hour incubation; P. falciparum luciferase reporter growth, 96 h; Potency, µM (series often up to 28.7 µM), without a hit: at the highest dose activity change, negative = inhibition, most hits filed as inhibitors; 6.9% of 320,000 active; AID 504834, 2011; note: potency is the fitted concentration of half-maximal effect; % is set by controls: 0 for no effect and ±100 for the full control effect
#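 Parasite growth measured via integrated firefly luciferase reporter in P. falciparum. Infected erythrocytes at 2% hematocrit, 0.05% parasitemia final were treated 96 hours at 37 C under 5% CO2, and luminescence was read.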
# HCV inh = qHTS Assay for Inhibitors of Hepatitis C Virus (HCV); AID 651820, 2012; Potency, µM (doses to about 41.8 µM), without a hit: at the top dose activity change, negative = inhibition, actives largely listed as inhibitors; 3.4% of 340,000 active; Huh7.5.1 HCVcc-Cre infection, luciferase reporter, 44 h; note: potency is the fitted concentration of half-maximal effect; % is set by controls: 0 for no effect and ±100 for the full control effect
#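 A cell-based infection assay in which seeded cells (1,000 per well) receive test compound after 4 h, are inoculated with HCVcc-Cre at approximately 0.5 moi, and are incubated 44 h before luminescence detection.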
# CHX counter = Cycloheximide Counterscreen for Small Molecule Inhibitors of Shiga Toxin; 12% of 300,000 active; max response, %; cell reporter, cycloheximide protein synthesis inhibition counterscreen; in the data active = max response mostly above about 13%, no sharp cut-off; inactive = mostly below about 14%; note: read at 38.3 µM for the half of the compounds with a filed dose; 0% is about no effect
# Pf growth 48h = Primary qHTS for delayed death inhibitors of the malarial parasite plastid, 48 hour incubation. P. falciparum luciferase growth in erythrocytes, 48 h. Potency, µM (series often up to 28.7 µM), without a hit: at the highest dose activity change, negative = inhibition, most hits filed as inhibitors. 5.9% of 310,000 active. AID 504832, 2011; note: potency is the fitted concentration of half-maximal effect; % is set by controls: 0 for no effect and ±100 for the full control effect
#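 In quantitative HTS format, infected erythrocytes bearing luciferase-reporter parasites were treated for a single generation at 37 C. Luminescence after adding detection reagent served as the growth measure.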
# LmPK inhibitor = qHTS Assay for Inhibitors of Leishmania Mexicana Pyruvate Kinase (LmPK). Potency, µM (highest dose often 57.5 µM), for inactives: top-dose activity change, negative = inhibition, most hits filed as inhibitors. Q27686. 0.37% of 290,000 active. purified LmPK, Kinase-Glo ATP luminescence, 1 h; note: potency is the fitted concentration of half-maximal effect; % is set by controls: 0 for no effect and ±100 for the full control effect
# Target sequence (Q27686 whole entry, looked up): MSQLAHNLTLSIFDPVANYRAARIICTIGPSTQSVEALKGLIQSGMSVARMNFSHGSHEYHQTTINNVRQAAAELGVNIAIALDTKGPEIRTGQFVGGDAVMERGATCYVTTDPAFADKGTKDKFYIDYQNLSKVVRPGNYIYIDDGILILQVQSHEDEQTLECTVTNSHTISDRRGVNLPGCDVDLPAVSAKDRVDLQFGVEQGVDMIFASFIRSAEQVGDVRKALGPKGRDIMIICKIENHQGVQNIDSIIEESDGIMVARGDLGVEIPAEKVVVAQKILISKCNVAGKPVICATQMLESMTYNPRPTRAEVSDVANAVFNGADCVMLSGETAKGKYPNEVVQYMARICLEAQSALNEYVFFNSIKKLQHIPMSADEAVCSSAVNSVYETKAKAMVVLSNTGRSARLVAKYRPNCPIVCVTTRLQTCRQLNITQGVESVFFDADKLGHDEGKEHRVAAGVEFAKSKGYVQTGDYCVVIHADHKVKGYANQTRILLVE
#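 ATP generated from ADP (0.1 mM) and PEP (0.5 mM) by 0.1 nM LmPK over 1 h at room temperature (pH 7.2 imidazole buffer) was detected by coupled luciferase luminescence. Values were normalized to uninhibited and no-enzyme wells.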
# * marks the source's active call; other numbers are inactive results; ? = inconclusive; . = no result given; & = joins results of further samples; [ ] = remark or other dose. Unless noted, calls come from the whole dose curve; as a rule, active = well fitted curve in the direction sought with a large enough effect; inconclusive = small, poorly fitted or top-dose-only effect, or another doubt; inactive = no such curve, though single readings can be large; an effect the other way counts as inactive or inconclusive.
SMILES,Shiga toxin inh,TbPYK inhibitor,Pf growth 96h,HCV inh,CHX counter,Pf growth 48h,LmPK inhibitor
COc1ccc(OCC(=O)Nc2ccc3oc(-c4ccncc4)nc3c2)cc1,-12,0%,95%[activator],6%,1,0%,11%
COc1ccc(/C=N/NC(=O)CCNc2n[nH]c(=O)[nH]c2=O)c(OC)c1,-7,-1%,28%[5.75 µM],2%,7,-5%,3%[11.5 µM]
COC(=O)Cn1c(=O)c2c(nc3n2CC(C)CN3Cc2ccccc2)n(C)c1=O (configuration not stated),-4,13%,3%,-9%,-7,?,-3%
CSCCC(NS(=O)(=O)c1ccc(C)cc1)C(=O)N1CCN(S(=O)(=O)c2ccc(F)cc2)CC1 (configuration not stated),.,0%,?,-10%,.,?,.
O=C(Nc1ccccc1C(F)(F)F)c1cccnc1,-7,0%,10%,12%,-2,19%,1%
COc1ccccc1-c1nn(-c2ccccc2)cc1C(=O)N1CCc2ccccc2C1,.,0%,3.7µM*,?,.,?,.
CC(NC(=O)c1ccccc1NC(=O)CSc1nnnn1C)c1ccccc1 (configuration not stated),-4,-3%,?,21%,-4,.,-4%
O=C(Nc1cccc(C(F)(F)F)c1)c1cc(-c2cccs2)on1,12,-6%,?,-3%,23*,60%[activator],2%
C=C[C@@H]1c2ccccc2N(S(=O)(=O)c2ccc(C)cc2)[C@H](c2ccccc2)C1(C#N)C#N,.,4%,?,-27%,.,3.7µM*,.
CC(C)C(=O)Nc1ccc(NC(=O)c2cccc3c(Br)cccc23)cc1,-5,-10%,20%,12%,-2,15%,-1%
Cc1sc2nc(COC(=O)CNC(=O)c3ccc(C(C)(C)C)cc3)[nH]c(=O)c2c1C,13,-2%,-48%,-3%,14,-7%,-3%
Cc1ccc(NC(=O)C2C3CCC(O3)C2C(=O)O)c(Br)c1 (configuration not stated),9,-4%,-9%,6%,3,69%[activator],2%
Cc1ccc(C)c(-n2ccnc2SCC(=O)Nc2cccc(S(=O)(=O)NC3=NCCC3)c2)c1,.,-4%,?,-17%,.,?,.
O=[N+]([O-])c1ccc(Cl)cc1,.,2%,?,-5%,.,32%[activator],.
CCn1c(=O)c(C(=O)Nc2ccc(C)cc2)c(O)c2ccccc21,43,1%,-1%,?,9,0%,1%
CCCCn1c(=O)c(CCC(=O)OC(C)C(=O)Nc2cccc(Cl)c2Cl)nc2ccccc21 (configuration not stated),-19,7%,-19%,10%,1,-21%,7%
Cn1cnc2cc(NC(=O)c3ccco3)ccc21,79*,0%,-1%,4%,25*,201%[activator],-21%
CCN(CC)S(=O)(=O)c1ccc(C)c(NC(=O)COc2ccc(Cl)cc2Br)c1,-14,0%,?,-27%,-4,-9%,-1%
COc1ccccc1CCNS(=O)(=O)c1cn(C)c(=O)n(C)c1=O,-4,-1%,12%,10%,-4,?,4%
CCOC(=O)c1[nH]c2ccc(Br)cc2c1NC(=O)CCN1CCN(C(=O)OCC)CC1,0,-1%,9%,-24%,15,10µM*,1%
Cc1ccc(Cl)cc1NC(=O)CN1C(=O)NC2(CCCCCC2)C1=O,.,4%,0%,3%,.,-14%,.
CCOC(=O)C(C)Sc1nnc(Cc2cc(=O)[nH]c(=O)[nH]2)n1-c1ccc(Cl)cc1 (configuration not stated),-9,-8%,-1%,2%,7,3%,-1%
Clc1ccc(OCCN2CCN(c3ncnc4sccc34)CC2)cc1,23,-13%,?,0.32µM*,-1,95%[activator],-1%
COc1ccc(C(CNC(=O)C(=O)NC2CCCC2)N2CCN(C)CC2)cc1 (configuration not stated),.,1%,-1%,-1%[8.37 µM],.,11%,.
CCC(=O)N1CCc2cc(S(=O)(=O)N3CCCCC3CC)ccc21 (configuration not stated),-1,2%,-5%,?,2,-3%,-7%
Cc1cc(C)n2nc(CC(=O)NC3CCCC(C)C3C)nc2n1 (configuration not stated),0,-2%,?,25%,-1,0%,-8%
COC(=O)CSc1nc(C)c(C(C)=O)cc1C#N,46,0%,57%[activator],-20%,24*,56%[activator],-1%
Cc1ccc(NC(=O)Cn2ccsc2=N)cc1S(=O)(=O)N(C)C,-4,-15%,13%,-15%,5,-1%,-3%
c1ccc(C2(Cn3ccc4ccccc43)OCCO2)cc1,-4,5%,?,?,-2,13µM*,-1%
O=C(NC1CCCCC1)C1CN(S(=O)(=O)c2ccccc2)CCN1S(=O)(=O)c1ccccc1 (configuration not stated),16,-5%,12µM*,-2%,1,-9%,3%
COc1ccc2oc(C(=O)OCC(=O)NC3(C#N)CCCC3)c(C)c2c1,.,1%,2%,?,.,?,.
O=c1cc(NS(=O)(=O)c2ccccc2)nc(SCc2ccccc2Cl)[nH]1,-8,-15%,?,?,-3,?,5%
Cc1ccc(Cl)c2c1NC(=O)C2(O)CC(=O)c1ccc(Br)cc1 (configuration not stated),-21,12%,-24%,16%,-2,.,2%
N#Cc1ccccc1S(=O)(=O)N1CCN(C(=O)CCC2CCCC2)CC1,.,-1%,?,23%,.,0%,.
C[C@@H]1NC(=O)N(c2ccc(F)cc2)C1=O,-5,1%,33%[activator],25%,1,29%,0%
CC(C)n1nnc2ccccc2c1=O,19,3%,-3%,11%,-3,45%[activator],-2%
CC1CCN(S(=O)(=O)c2ccc(NN=C(C#N)C#N)cc2)CC1,-2,.,.,-1%,-2,?,-8%
CN(CCC1CCOCC1)C(=O)CC1C(=O)NCCN1Cc1ccoc1 (configuration not stated),-4,0%,-8%,0%,-3,36%[activator],-2%
Cc1ccc(-c2cc(C(=O)NCCCn3ccnc3)no2)cc1,50*,-1%,3%,-13%,26*,-19%,-11%
COc1cccc(NC(C)C(=O)Nc2cc([N+](=O)[O-])ccc2Cl)c1 (configuration not stated),8,-1%,15µM*,?,14,-26%,4%

# Some of the entries above, reformatted.
smiles	Shiga toxin inh	TbPYK inhibitor	Pf growth 96h	HCV inh	CHX counter	Pf growth 48h	LmPK inhibitor
COc1ccc(OCC(=O)Nc2ccc3oc(-c4ccncc4)nc3c2)cc1	-12	0%	95%[activator]	6%	1	0%	11%
COc1ccc(/C=N/NC(=O)CCNc2n[nH]c(=O)[nH]c2=O)c(OC)c1	-7	-1%	28%[5.75 µM]	2%	7	-5%	3%[11.5 µM]
COC(=O)Cn1c(=O)c2c(nc3n2CC(C)CN3Cc2ccccc2)n(C)c1=O (configuration not stated)	-4	13%	3%	-9%	-7	?	-3%
CSCCC(NS(=O)(=O)c1ccc(C)cc1)C(=O)N1CCN(S(=O)(=O)c2ccc(F)cc2)CC1 (configuration not stated)	.	0%	?	-10%	.	?	.
O=C(Nc1ccccc1C(F)(F)F)c1cccnc1	-7	0%	10%	12%	-2	19%	1%
COc1ccccc1-c1nn(-c2ccccc2)cc1C(=O)N1CCc2ccccc2C1	.	0%	3.7µM*	?	.	?	.
CC(NC(=O)c1ccccc1NC(=O)CSc1nnnn1C)c1ccccc1 (configuration not stated)	-4	-3%	?	21%	-4	.	-4%
O=C(Nc1cccc(C(F)(F)F)c1)c1cc(-c2cccs2)on1	12	-6%	?	-3%	23*	60%[activator]	2%
C=C[C@@H]1c2ccccc2N(S(=O)(=O)c2ccc(C)cc2)[C@H](c2ccccc2)C1(C#N)C#N	.	4%	?	-27%	.	3.7µM*	.
CC(C)C(=O)Nc1ccc(NC(=O)c2cccc3c(Br)cccc23)cc1	-5	-10%	20%	12%	-2	15%	-1%
Cc1sc2nc(COC(=O)CNC(=O)c3ccc(C(C)(C)C)cc3)[nH]c(=O)c2c1C	13	-2%	-48%	-3%	14	-7%	-3%
Cc1ccc(NC(=O)C2C3CCC(O3)C2C(=O)O)c(Br)c1 (configuration not stated)	9	-4%	-9%	6%	3	69%[activator]	2%

# Further compounds follow.
SMILES,Shiga toxin inh,TbPYK inhibitor,Pf growth 96h,HCV inh,CHX counter,Pf growth 48h,LmPK inhibitor
CCC(=O)Nc1cccc(-c2nc3ccccc3c(=O)o2)c1,-22,5%,-10%,14%,-5,-2%,-1%
O=C(COC(=O)c1ccc(Br)cc1)NCCN1C(=O)CSC1=O,-7,-2%,37%[activator],17%,0,0%,4%
Cc1cc(C(=O)NCCCN2CCOCC2)n(-c2ccccc2)n1,15,1%,-25%,7%,1,16%,1%
COc1ccc(NC(=O)COc2coc(CN3CCN(c4ccccc4)CC3)cc2=O)cc1,.,0%,?,?,.,?,.
Cc1ccccc1N(CC(N)=O)S(C)(=O)=O,-2,-15%,?,-3%,-7,18%,-1%
CCOc1ccc(C(=O)N2CCn3c2nc2ccccc23)cc1,-4,-5%,-20%,12%,-1,11%,-1%
O=C(COC(=O)CC12CC3CC(CC(Br)(C3)C1)C2)NC(=O)NCc1ccco1,13,-3%,67%[activator],19%,-2,7%,2%
CC1(C)Cc2c(sc(NC(=O)c3ccccc3Cl)c2C(=O)O)CO1,29,-7%,-2%,15%,18,42%[activator],7%
Cn1c(=O)cc(SCC(=O)NCC2CCCO2)c2ccc(Cl)cc21 (configuration not stated),21,-4%,72%[activator],-1%,-1,6%,2%
CCC(C)NC(=O)Cn1c(=O)sc2ccccc21 (configuration not stated),19,5%,-8%,5%,3,7%,2%
COc1ccc(-c2csc(NC(=O)CC(C)C)n2)cc1,84*,1%,-24%,-26%,48*,93%[activator],-3%
NS(=O)(=O)c1ccc(NC(=O)C2C3C=CC(C3)C2C(=O)O)cc1 (configuration not stated),-13,2%,148%[activator],15%,-3,8%,-6%
CCC(C(=O)NC1CCCCC1)n1c(SCc2cccc(C)c2)nc2ccncc21 (configuration not stated),21,-6%&-1%,-24%,?,26*,-8%,-7%
CCN1CCN(C(=O)COc2ccc(S(=O)(=O)N3CCOCC3)cc2Cl)CC1,-1,0%,?,2%,-3,-6%,-4%
O=C(Cc1cscn1)c1ccc(O)cc1O,29,-1%,-21%,1%,10,34%[activator],0%
Cc1cc(=O)[nH]c(SCC(=O)Nc2ccc(C(=O)O)cc2)n1,-4,-18%,3%,14%,3,.,-4%
CC1CCCC(C)N1C(=O)COc1ccc([N+](=O)[O-])cc1Cl (configuration not stated),19,1%,-7%,?,18,8%,5%
CNC(=O)c1ccc(Nc2nnc(-c3ccc(C(N)=O)cc3)c3ccccc23)cc1,-6,-9%,23%,3%,-8,?,-2%

# High-throughput results (PubChem)
